Bioassay records from PubChem.
uPA generation = cell surface uPA generation inhibition; cell surface uPA generation assay, qHTS; Potency, µM (titrated, usually from 38.3 µM), inactives show top-dose activity change, negative = inhibition, most hits filed as inhibitors; 330,000 tested, 0.31% active; active = well fitted inhibition curve with a large enough effect; inconclusive = small, poorly fitted or top-dose-only effect; inactive = no such curve, though single readings can be large or run the other way; tested in mouse RAW 264.7 cells; also: % is scaled to controls: 0 for no effect and ±100 for the full control effect; nearly all actives have a fitted effect of over 55% in size
NPC1 promoter act = NPC1 promoter activation; Huh7 NPC1 promoter luciferase reporter, 24 h; Potency, µM (doses to about 9.22 µM), for inactives: at the highest dose activation, actives largely listed as activators; 320,000 tested, 2.4% active; AID 485313;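 also: % of control where 0% means no effect; nearly all actives have a fitted effect of over 60% in size; reporter is driven by a mutant NPC1 promoter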
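Huh7 cells stably carrying NPC1 promoter–luciferase, plated in Opti-MEM with 10% FBS for 2 h, were exposed to compound in DMSO for 24 h at 37 °C; luciferase reagent was added for 10 min and luminescence read.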
BRCA1 expr up = increases BRCA1 expression | 380,000 tested, 1.1% active | MCF7-BRCA1-FFLuc reporter, luminescence, 48 h; response scale: scaled: vehicle 0%, 10 µM genistein 100% | Potency, µM (titrated, usually from 46.1 µM), for the others: top-dose activation, hits mostly activators | AID 624202; also: nearly all actives have a fitted effect of over 80% in size; some results filed as inactive show a strong effect at the top dose
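First, MCF7-BRCA1-FFLuc cells (2000/well) attach for 2 h; next, compounds are pin-added and incubated 48 h at 37 °C; finally, luciferase reagent is added and luminescence read after 15 min.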
FLuc modulator = counter-screen for miR-21 project: firefly luciferase inhibitors or activators. Potency, µM (series often up to 57.5 µM), for inactives: top-dose activity change, negative = inhibition, hits mostly inhibitors. AID 588342. 360,000 tested, 6.9% active. P08659. purified FLuc, Km substrates, luminescence inhibition;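 also: plate controls were vehicle for no effect and reference inhibitor for full effect; nearly all actives have a fitted effect of over 55% in size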
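Biochemical qHTS of compounds, final roughly 60 µM downward over six points, against 10 nM purified firefly luciferase using Km concentrations of substrates (10 uM D-luciferin, 10 uM ATP) in Tris acetate pH 7.5 buffer; luminescence output.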
VP16 counter = Gal4-VP16 reporter inhibition counter-screen | 310,000 tested, 3.5% active | Potency, µM (titrated, usually from 53.6 µM), without a hit: at the highest dose activity, negative = inhibition, hits mostly inhibitors | AID 2546 | Drosophila S2 Gal4-VP16 UAS-luciferase, luminescence, 20 h;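 also: Gal4-VP16 expression switched on by copper sulfate through the metallothionein promoter; % is scaled to controls: 0 for no effect and ±100 for the full control effect; nearly all actives have a fitted effect of over 50% in size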
ELG1 genotoxic = induces genotoxicity in HEK293T cells with luciferase-tagged ELG1. HEK293T ELG1-luciferase reporter, luminescence, 16 h. 330,000 tested, 1.3% active. AID 504466. Potency, µM (series often up to 46 µM), inactives show top-dose activity change, positive = activation, usual class: activators; also: % of control where 0% means no effect; nearly all actives have a fitted effect of over 60% in size
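HEK293T cells expressing luciferase-tagged ELG1 were exposed to compound or DMSO vehicle for 16 hr at 37 °C and 5% CO2. Luciferase activity was then measured with ONE-Glo after 30 min at room temperature.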
p53 reactivation = re-activators of mutant p53; H1299 p53-A138V BP100-luciferase reporter, luminescence, 24 h; Potency, µM (highest dose often 92.2 µM), without a hit: top-dose activity change, positive = activation, most hits filed as activators; 320,000 tested, 0.063% active; also: % of control where 0% means no effect; nearly all actives have a fitted effect of over 45% in size
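H1299 (p53-null), stable ts p53-A138V + BP100-Luc; 1000 cells/well, Opti-MEM/10% FBS; cpd 4 pt, 1:5; 24 h, 37 deg C, 5% CO2; detection reagent 10 min RT; luminescence.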
Rab9 promoter act = activators of Rab9 promoter; Huh7 Rab9 promoter-luciferase reporter, luminescence, 24 h; Potency, µM (top dose mostly 9.22 µM), for the others: top-dose activation, negative = inhibition, most hits filed as activators; 320,000 tested, 2.8% active; AID 485297; also: % of control where 0% means no effect; nearly all actives have a fitted effect of over 60% in size
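Steps: seed 1500 Huh7 Rab9-luc cells per well, rest 2 h at 37 °C; add compound in DMSO; incubate 24 h; add luciferase reagent, 10 min ambient; read luminescence.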
MBNL1-CUG inh = blocks human MBNL1 binding to CUG repeat RNA; Q9NR56; TR-FRET MBNL1-His/biotin-(CUG)12 binding, 665/545 ratio; Potency, µM (top dose mostly 57.5 µM), without a hit: at the top dose activity change, negative = inhibition, usual class: inhibitors; 280,000 tested, 0.036% active; AID 2675; active = well fitted inhibition curve with a large enough effect in the signal ratio, with a control signal flat, not every such curve was filed as active; inconclusive = small, poorly fitted or top-dose-only effect, or effect the other way, or a change in a side signal; inactive = no such curve, though single readings can be large or run the other way; the % refers to the signal ratio; also: % is scaled to controls: 0 for no effect and ±100 for the full control effect
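TR-FRET between His-tagged MBNL1 and biotin-(CUG)12 RNA, detected with Tb anti-His antibody (0.055 ng/ul) and streptavidin-XL665 (5 nM), 60 min at room temperature. Compounds titrated 92 nM to 58 uM; 665/545 nm ratio normalized to buffer and complex controls.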
MLL CXXC-DNA inh = inhibitors of human MLL CXXC domain-DNA interaction; MLL-CXXC / FITC-HOXA9 DNA fluorescence polarization; Q03164; 290,000 tested, 0.037% active; Potency, µM (doses to about 115 µM), for inactives: top-dose activity change, negative = inhibition, usual class: inhibitors; active = well fitted inhibition curve with a large enough effect in the polarisation, with a control signal flat, not every such curve was filed as active; inconclusive = small, poorly fitted or top-dose-only effect, or effect the other way, or a change in a side signal; inactive = no such curve, though single readings can be large or run the other way; the % refers to the polarisation
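Fluorescence polarization: 7 uM MLL-CXXC (stock) preincubated 5 min with compounds, then 50 nM fluorescein-HOX-A9 DNA (stock) added; 30 min ambient. Buffer 50 mM Tris-HCl pH 7.5, 50 mM NaCl, 1 mM DTT, 0.05% BSA.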
RORg inh = blocks mouse ROR gamma transcriptional activity; AID 2551; Potency, µM (series often up to 53.6 µM), for the others: top-dose activity change, negative = inhibition, actives largely listed as inhibitors; 310,000 tested, 5.4% active; P51450; Drosophila S2 Gal4-RORgamma UAS-luciferase reporter, 20 h; also: % is scaled to controls: 0 for no effect and ±100 for the full control effect; nearly all actives have a fitted effect of over 60% in size
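Luminescence from a UAS-regulated Photinus luciferase reporter in stably transfected Drosophila Schneider cells is measured; decreased signal marks ROR gamma inhibition. Fusion expression is induced by 700 uM copper sulfate for 20 hr.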
* = called active by the depositor; u = inconclusive; x = not tested or not shown; [ ] = remark or other dose. Unless noted, calls follow the shape of the dose curve; as a rule, active = well fitted curve in the direction sought with a large enough effect; inconclusive = small, poorly fitted or top-dose-only effect, or another doubt; inactive = no such curve, though single readings can be large; an effect the other way counts as inactive or inconclusive. Potency is read from the fitted curve at half-maximal effect.

smiles | uPA generation | NPC1 promoter act | BRCA1 expr up | FLuc modulator | VP16 counter | ELG1 genotoxic | p53 reactivation | Rab9 promoter act | MBNL1-CUG inh | MLL CXXC-DNA inh | RORg inh
O=C(c1ccc(F)cc1)C1CCN(C(=O)N2CCOCC2)CC1 | x | -1% | -10% | 0% | 2% | 0% | 3% | 2% | 6% | 3% | 12%[10 µM]
CCN(CC)CCOC(=O)c1ccc(N/C=C(/C#N)c2nc(-c3ccc4c(c3)OCO4)cs2)cc1 | -1% | -5% | -30% | 0% | -4% | 1% | -2% | -8% | 2% | 65%[activator] | -21%
Oc1ccc(-c2cnc(-c3ccc(O)cc3)nc2)cc1 | -5% | 1.1µM* | u | 1.1µM* | u | 2.9µM* | 14µM* | u | 3% | 27% | 2.5µM*
CCN(CC)S(=O)(=O)c1ccc(N2CCCC2)c(C(=O)OCC(=O)N2CCCC2)c1 | -4% | 0% | 9% | -1% | -2% | 2% | -3% | 13% | -6% | 6% | 30%
CCOC(=O)c1[nH]c2ccccc2c1NC(=O)NC(C)C | -12% | 0% | 4% | 2% | -2% | 1% | -2% | -2% | -1% | -17% | -3%
COc1cccc(C2CC(c3cccs3)=NN2C(=O)CSc2nc3ccccc3o2)c1OC (stereo not drawn) | 0% | -3% | -2% | 1% | 3% | 2% | 2% | -1% | -1% | 0% | 1%
CCOC(=O)c1sc(-c2ccc(C(F)(F)F)cc2)nc1O | -1% | 1% | 35% | u | -12% | -2% | 1% | -2% | x | -11% | u
CCOC(=O)c1cn(-c2c(Cl)cccc2Cl)c2cc(Cl)c([N+](=O)[O-])cc2c1=O | 8.9µM* | 0% | -94%[inhibitor] | 0% | 2% | -2% | -1% | 0% | u | 7% | u
Cc1oc(-c2ccc(Cl)cc2)nc1CN1CCC(C(=O)NCCCN2CCOCC2)CC1 | x | 10% | 0% | -3% | -6% | -3% | -36%[inhibitor] | -4% | -10% | -6% | -1%
COc1ccc(CNc2ccc3c(c2)CCC3)cc1OC | x | 1% | x | -18% | 13% | 13% | 6% | 2% | -3% | 6% | -21%
CCCOc1ccc(N2CC(C(=O)Nc3ccccn3)CC2=O)cc1 (stereo not drawn) | 2% | 6% | -15% | -4% | -2% | 0% | -1% | -2% | -14% | -5% | 34%
CN(Cc1ccccc1)C(=O)COC(=O)c1cc(S(=O)(=O)N(C)C)ccc1N1CCCC1 | -4% | 4% | -7% | -2% | x | 1% | 3% | -4% | x | x | x
COC(=O)[C@@H](NC(=O)c1ccc2c(c1)S(=O)(=O)c1ccccc1C2=O)C(C)C | -3% | -1% | -7% | 2% | -8% | 1% | 0% | -9% | u | -10% | 41%
COc1ccc2c(c1)C(=O)[C@@H](O)[C@H](c1ccc(OC)c(Br)c1)O2 | u | 22% | -15% | u | -14% | u | 14% | 12% | 32%[activator] | -5% | u
O=C(COC(=O)C12CC3CC(CC(Br)(C3)C1)C2)NNC(=O)c1ccccc1 | -5% | 2% | 9% | -4% | x | -2% | 4% | 1% | x | x | x
COc1ccc([C@H](OC)[C@@]2(Cc3ccc(O)cc3)N=C(N)N(C)C2=O)cc1 | -3% | 0% | 0% | 7% | x | 0% | -16% | -3% | x | x | x
COC(=O)c1sccc1NC(=O)/C=C/c1c(Cl)cccc1Cl | 11% | 21% | -44% | 12µM* | u | u | 4% | u | -5% | -1% | 24%
CCc1c(C)c2ccc(OCC(=O)NCC3CCC(C(=O)O)CC3)c(C)c2oc1=O (stereo not drawn) | 11% | 0% | 12% | u | -4% | 10% | x | -2% | u | 5% | -19%
O=S1(=O)CCN2C(=N1)SC1=C2CCN(Cc2ccccc2)C1 | 0% | 5% | -2% | 2% | -10%[0.365 µM] | -4% | -6% | 0% | 0% | 12% | 6%
CCOCCn1c(=NC(=O)CSCC(=O)Nc2cc(C)on2)sc2cc(OC)ccc21 | -2% | -2% | -1% | 0% | 4% | 0% | -12% | 6% | u | -1% | -20%
CCc1cc(C(=O)OC)c(NC(=O)CC2NCCNC2=O)s1 (stereo not drawn) | 0% | 2% | 0% | 4% | -1% | 1% | -9% | 2% | 8% | -1% | 0%
Cc1ccccc1-n1c(SCC(=O)Nc2c(C)cccc2C)nc(O)cc1=O | 8% | -1% | -4% | 0% | -4% | 1% | -8% | -3% | -4% | 17% | -25%
CCS(=O)(=O)c1c(S(=O)(=O)CC)c2ccccn2c1C(N)=O | 5% | -6% | 26% | 0% | -6% | 1% | -1% | -1% | 1% | 5% | -27%
Cc1ccccc1C(=O)Nc1nnc(-c2ccco2)o1 | -4% | u | 82% | -26% | -10% | 23% | 4% | u | 9% | -4% | 2%
O=C1NC(=O)/C(=C/c2ccc(-c3cccc([N+](=O)[O-])c3)o2)S1 | -5% | 11% | -9% | u | -4% | 2% | u | 21% | u | -11% | -1%
Cc1ccc(-c2nc3ncccc3o2)cc1NC(=O)COc1ccccc1 | 0% | -1% | 9% | 6% | -26% | 18% | 1% | 4% | -1% | 1% | 4%
COc1ccc(CCNC(=O)c2csc3c2CCCC3)cc1OC | 22% | -1% | 4% | -3% | 1% | -2% | -4% | 7% | -12% | 1% | 10%
Cc1onc(-c2ccccc2Cl)c1C(=O)NCc1nc(-c2ccc(C(F)(F)F)cc2)no1 | 0% | 4% | -47% | -4% | u | -3% | 0% | -4% | 0% | -1% | 11%
O=S(=O)(Cc1cc(NCc2ccccc2)nc(-c2ccccn2)n1)c1ccccc1 | -4% | 19% | -15% | 5% | u | -9% | -5% | 2% | x | 0% | 4.5µM*
CC(=O)c1cccc(NC(=O)COC(=O)CCC(=O)c2cccs2)c1 | -3% | -2% | 24% | 4% | x | 1% | -2% | 13% | x | x | x
CCC(C)(C)n1nnnc1C(c1cc2cccc(C)c2[nH]c1=O)N1CCCC1 (stereo not drawn) | x | -2% | -15% | 0% | u | -1% | -3% | 0% | u | 19% | -34%
C#Cc1cccc(C(=O)N2CCCC(C(=O)c3ccc(OC)cc3C)C2)c1 (stereo not drawn) | 1% | 9% | 1% | -9% | 13% | 9% | -6% | 6% | -5% | 2% | 18%
CCN(Cc1ccccc1)C(=O)C1CCN(Cc2ccc(OC)c(OC)c2OC)CC1 | x | 0% | -21% | -1% | -1% | -4% | 1% | 1% | -5% | -3% | -6%
CC(OC(=O)/C=C/c1ccc2ccccc2n1)C(=O)N(C)c1ccccc1 (stereo not drawn) | 1% | 1% | -20% | u | x | -1% | 27% | 2% | x | x | x
COc1ccc(C)cc1NC(=O)NCc1ccccn1 | 1% | 0% | 0% | 4% | 0% | -1% | 1% | -7% | -2% | 3% | -6%
O=C(Cc1cccs1)Nc1cccc(-c2nnc(-c3ccco3)o2)c1 | 4% | 3% | 47% | -12% | -5%[10 µM] | 3% | 2% | 1% | 12% | 8% | -31%
S=c1[nH]nc(-c2ccco2)n1/N=C/c1cccc(Cl)c1 | -8% | 3% | 5% | 5% | -16% | 0% | -2% | -3% | -12% | 0% | 14µM*
CCOC(=O)C1CCCN(c2ncnc3c2oc2ccccc23)C1 (stereo not drawn) | -5% | 1% | -27% | u | u | u | u | -4% | -6% | -7% | -16%
CCOC(=O)c1ccc(NC(=O)CSc2nnnn2CCCO)cc1 | -2% | -1% | -7% | 0% | -5% | 18% | 2% | 1% | 3% | 16% | -1%
O=C(CN(C(=O)CCC(=O)Nc1nccs1)c1cccc(F)c1)NCc1ccc2c(c1)OCO2 | 0% | 0% | -11% | -1% | -6% | 17% | -2% | 3% | -3% | 6% | u
O=C(Nc1ccccc1)N1CCN(Cc2ccc3c(c2)OCO3)CC1 | -5% | 0% | -5% | -2% | 7% | -3% | -1% | 7% | 4% | 1% | -6%
Cc1nc2c(-c3ccccc3)c(C)nn2c(C)c1CCC(=O)O | 8% | -2% | 0% | 0% | 23% | -11% | -8% | -1% | -2% | -5% | -7%
COc1cc(-c2nnc(Sc3ccc(C(F)(F)F)cc3[N+](=O)[O-])o2)cc(OC)c1OC | x | -1% | 7% | 5% | 9% | 0% | 0% | -1% | 4% | 2% | -17%
O=C(NC1CCCC1)C(c1ccccc1)N(Cc1ccccc1)C(=O)c1csnn1 (stereo not drawn) | 2% | -4% | -13% | 2% | 16% | -7% | -2% | -2% | -3% | 2% | 1%
CCOc1ccc(-c2noc(CCCC(=O)NC3CCCC3)n2)cc1OC | 6% | 0% | -11% | 3% | -13% | -2% | -2% | 4% | -4% | 0% | -24%
Cc1cccc(-c2cc3nc(C)cc(C)n3n2)c1 | -2% | 0.4µM* | 1.6µM* | 6.7µM* | -14% | u | 14% | 0.45µM* | -8% | 2% | -37%

An excerpt; count on the stated rates, not on these rows.
